Assay outcomes (PubChem BioAssay)
Epigenetic reg = regulators of epigenetic silencing causing reporter derepression in mouse cells | AID 1865 | hit rate 0.2% among 280,000 | Potency, µM (highest dose often 53.9 µM), without a hit: at the top dose GFP activation, most hits filed as activators | murine LDR cells, GFP reporter derepression, 30 h; also: potency is read from the fitted curve at half-maximal effect; % of control where 0% means no effect; nearly all actives have a fitted effect of over 60% in size
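Murine LDR cells carrying a silenced, genomically integrated CMV-driven GFP reporter were exposed to compound for 30 hours at 37 C. After PBS washes, GFP-positive cells (20–120 um objects) were counted by laser-scanning microplate cytometry.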
IMPase Li inh = cell-permeable IMPase inhibitors with lithium potentiation; CHO-M1 cells, IP1 TR-FRET (IP-One), carbachol + lithium; Potency, µM (highest dose often 59.4 µM), for the others: at the top dose activity, negative = IMPase inhibition, usual class: inhibitors; hit rate 0.35% among 210,000; AID 1457;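 also: IP1 builds up when IMPase is blocked and the TR-FRET signal falls; potency is read from the fitted curve at half-maximal effect; plate controls were basal vehicle for no effect and high inhibitor control for full effect; nearly all actives have a fitted effect of over 50% in size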
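Readout is a homogeneous TR-FRET IP1 immunoassay (Ex 320, Em 665 and 620), where raised cytosolic IP1 lowers signal. Cells were CHO-M1 treated 30 min at 37C with test compounds plus a little lithium; AC50 values came from Hill-equation fitting.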
HTT aggregate = inhibitors of mutant huntingtin aggregate formation in PC12 cells | Potency, µM (doses to about 46.1 µM), for inactives: at the highest dose activity change, negative = inhibition, hits mostly inhibitors | PC12 HttQ103-GFP aggregates, Acumen cytometry, 40 h | hit rate 1.1% among 220,000; also: potency is read from the fitted curve at half-maximal effect; % is scaled to controls: 0 for no effect and ±100 for the full control effect; nearly all actives have a fitted effect of over 60% in size
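Inducible Q103 Huntingtin exon 1–GFP PC12 line, 1500 cells/well in phenol red free DMEM with 5% equine and 5% calf serum. Tebufenozide 100 nM induced expression; compounds titrated; aggregates quantified by cytometry.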
Luc counter = counter-screen: inhibitors of Kinase-Glo firefly luciferase. Q27757. Kinase-Glo luciferase, ATP luminescence, 8 min. Potency, µM (highest dose often 38.3 µM), for the others: at the highest dose activity change, negative = inhibition, actives largely listed as inhibitors. hit rate 0.28% among 200,000. AID 1379; also: potency is read from the fitted curve at half-maximal effect; % is scaled to controls: 0 for no effect and ±100 for the full control effect; nearly all actives have a fitted effect of over 60% in size
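Inhibition of Kinase-Glo luciferase light generation was assessed at 10 uM ATP in pH 7.2 imidazole buffer, with luminescence measured after eight minutes at ambient temperature.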
LMNA splice mod = LMNA splicing modulation | HeLa LMNA splicing GFP/RFP minigene ratio, 48 h | Potency, µM (series often up to 46.1 µM), inactives show top-dose ratio change, negative = inhibition, actives largely listed as inhibitors | hit rate 0.01% among 200,000 | AID 1487; active = well fitted inhibition curve with a large enough effect in the signal ratio, with a control signal flat, not every such curve was filed as active; inconclusive = small, poorly fitted or top-dose-only effect, or effect the other way, or a change in a side signal; the % refers to the signal ratio; also: potency is read from the fitted curve at half-maximal effect; % is scaled to controls: 0 for no effect and ±100 for the full control effect
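S3 HeLa cells stably expressing lamin A-EGFP splicing minigene plus DsRed2, 600 cells/well, 48 h compound exposure at 37C. Laser-scanning cytometry; analysed as GFP (500-530 nm)/RFP (575-640 nm) total intensity ratio; 0.5% DMSO vehicle.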
CBFb-RUNX1 inh = blocks binding between human CBF-beta and RUNX1; 230,000 tested, under 10 active; AlphaScreen CBFb-His/RUNX1-biotin binding, biochemical; Q01196+Q13951; AID 1477; Potency, µM (doses to about 59.8 µM), without a hit: at the top dose activity, negative = inhibition, actives largely listed as inhibitors; also: % of control where 0% means no effect
Target sequence (Q01196 whole entry, looked up): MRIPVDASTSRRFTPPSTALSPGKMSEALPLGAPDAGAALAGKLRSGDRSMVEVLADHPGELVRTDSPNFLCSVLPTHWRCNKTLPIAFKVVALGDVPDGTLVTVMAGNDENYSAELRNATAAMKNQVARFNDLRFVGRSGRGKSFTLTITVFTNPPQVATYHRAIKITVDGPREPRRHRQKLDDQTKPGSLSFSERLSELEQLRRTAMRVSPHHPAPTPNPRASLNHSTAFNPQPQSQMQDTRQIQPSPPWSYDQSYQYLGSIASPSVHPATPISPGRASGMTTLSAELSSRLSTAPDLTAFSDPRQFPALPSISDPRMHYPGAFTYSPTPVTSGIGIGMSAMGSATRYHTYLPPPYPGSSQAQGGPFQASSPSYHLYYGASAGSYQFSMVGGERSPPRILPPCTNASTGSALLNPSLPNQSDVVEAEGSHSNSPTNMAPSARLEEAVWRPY
Target sequence (Q13951 whole entry, looked up): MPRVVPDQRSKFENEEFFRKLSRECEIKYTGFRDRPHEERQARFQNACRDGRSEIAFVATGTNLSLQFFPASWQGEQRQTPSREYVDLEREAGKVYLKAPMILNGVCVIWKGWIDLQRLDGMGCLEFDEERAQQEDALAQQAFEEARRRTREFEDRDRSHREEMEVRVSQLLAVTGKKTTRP
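Interaction loss through any mechanism counts as activity. Pre-formed complex of His-CBF-beta and biotin-RUNX1 (30 nM apiece) is incubated with compound 15 min, then with 50 ng nickel and 50 ng streptavidin beads for 90 min before AlphaScreen detection.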
NPSR antag = antagonists of human neuropeptide S receptor cAMP signaling. Potency, µM (titrated, usually from 38.3 µM), for the others: at the top dose activity change, negative = inhibition, most hits filed as inhibitors. AID 1461. CHO-NPSR cells, cAMP TR-FRET, antagonist mode. hit rate 1% among 220,000; also: potency is read from the fitted curve at half-maximal effect; % is scaled to controls: 0 for no effect and ±100 for the full control effect; nearly all actives have a fitted effect of over 50% in size; many of its hits are not listed in these tables
Target sequence (Q6W5P4 whole entry, looked up): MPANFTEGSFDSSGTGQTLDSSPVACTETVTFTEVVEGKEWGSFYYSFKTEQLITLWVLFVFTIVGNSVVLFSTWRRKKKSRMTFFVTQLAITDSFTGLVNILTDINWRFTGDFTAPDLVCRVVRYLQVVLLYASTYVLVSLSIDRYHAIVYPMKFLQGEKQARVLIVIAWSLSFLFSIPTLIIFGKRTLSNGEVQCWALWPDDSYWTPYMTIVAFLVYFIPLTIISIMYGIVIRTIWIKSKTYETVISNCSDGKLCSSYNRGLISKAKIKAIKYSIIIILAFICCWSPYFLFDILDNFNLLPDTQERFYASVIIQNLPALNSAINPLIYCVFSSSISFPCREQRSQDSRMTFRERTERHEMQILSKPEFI
Starred values were filed as active, the others as inactive; ? = inconclusive; / = not tested or not shown; & = joins results of further samples; [ ] = another dose, or the depositor's remark. Unless noted, calls follow the shape of the dose curve; as a rule, active = well fitted curve in the direction sought with a large enough effect; inconclusive = small, poorly fitted or top-dose-only effect, or another doubt; inactive = no such curve, though single readings can be large; an effect the other way counts as inactive or inconclusive. Not all compounds are listed (hit frequency here may not be typical).

SMILES	Epigenetic reg	IMPase Li inh	HTT aggregate	Luc counter	LMNA splice mod	CBFb-RUNX1 inh	NPSR antag
CC(N)C(=O)OC(C)(C)Cc1ccc(Cl)cc1 (centres undefined)	-0.1%&0.0%	3%&-1%	-4%	-3%&1%	?	6%&0%	-8%[46.1 µM]
CCC(=O)c1cc(F)c(N2CCN(CC)CC2)cc1C	-2.9%	2%[38.3 µM]	-1%[9.22 µM]	5%	5%	-2%	-7%[46.1 µM]
CC(C)N1CCN(Cc2cccc3c2OCO3)CC1CCO (centres undefined)	0.2%	-1%	2%[9.22 µM]	-1%	?	-3%	-2%
C=CCN1C(=O)C2(C(C(=O)OCC)=C(N)Oc3ccccc32)c2c1c1ccccc1oc2=O (centres undefined)	1.4%	22%[38.3 µM]	9%	-1%	-5%	2%	-23%[46.1 µM]
O=C(O)C12C3CCCC1C32c1ccccc1 (centres undefined)	-2.7%	-5%[38.3 µM]	?	2%	?	0%	0%[46.1 µM]
CC1CN=C(NCCc2ccccc2)S1 (centres undefined)	-1.2%	-14%	14%	1%	/	2%	10%
O=c1c2ccccc2nc(CN2CCCCCC2)n1-c1ccc(F)cc1	0.9%	22%[38.3 µM]	-2%	0%	-9%	-2%	-13%[46.1 µM]
CCOC(=O)c1c(N)n(CCCOC(=O)c2ccco2)c2nc3ccccc3nc12	-1.0%	18%[38.3 µM]	-5%	0%	-7%	11%	-6%[46.1 µM]
C=CCn1c(O)c(/C(CC)=N/NC(=S)Nc2ccccc2)c(=O)[nH]c1=O	-1.6%	/	3%[9.22 µM]	/	/	-17%	-15%
CC12CN3CC(c4ccccc4)(CN(C1)C31CCCCC1)C2=O	-1.0%	19%[38.3 µM]	17%	7%	2%	6%	-1%[46.1 µM]
CCOC(=O)c1c(N)n(Cc2ccco2)c2nc3ccccc3nc12	-2.9%	8%[38.3 µM]	4%	0%	2%	-3%	-9%[46.1 µM]
CCOc1ccc(C2CC(c3c(O)n(C)c(=O)n(C)c3=O)=NN2)cc1 (centres undefined)	0.0%	/	-7%[9.22 µM]	/	/	-23%	-9%[7.67 µM]

The closing 6 compounds of the section above open the next one.
SMILES	Epigenetic reg	IMPase Li inh	HTT aggregate	Luc counter	LMNA splice mod	CBFb-RUNX1 inh	NPSR antag
O=c1c2ccccc2nc(CN2CCCCCC2)n1-c1ccc(F)cc1	0.9%	22%[38.3 µM]	-2%	0%	-9%	-2%	-13%[46.1 µM]
CCOC(=O)c1c(N)n(CCCOC(=O)c2ccco2)c2nc3ccccc3nc12	-1.0%	18%[38.3 µM]	-5%	0%	-7%	11%	-6%[46.1 µM]
C=CCn1c(O)c(/C(CC)=N/NC(=S)Nc2ccccc2)c(=O)[nH]c1=O	-1.6%	/	3%[9.22 µM]	/	/	-17%	-15%
CC12CN3CC(c4ccccc4)(CN(C1)C31CCCCC1)C2=O	-1.0%	19%[38.3 µM]	17%	7%	2%	6%	-1%[46.1 µM]
CCOC(=O)c1c(N)n(Cc2ccco2)c2nc3ccccc3nc12	-2.9%	8%[38.3 µM]	4%	0%	2%	-3%	-9%[46.1 µM]
CCOc1ccc(C2CC(c3c(O)n(C)c(=O)n(C)c3=O)=NN2)cc1 (centres undefined)	0.0%	/	-7%[9.22 µM]	/	/	-23%	-9%[7.67 µM]
COc1ccc(C(=O)C23CN4CN(CN(C4)C2)C3)cc1	-0.2%	12%	15%	/	/	4%	13%
O=c1[nH]c(=O)n(CCC2=CCCCC2)c(O)c1/C=N/N1CCOCC1	2.4%	/	-9%[9.22 µM]	/	/	12%	-44%
CC1CC(Cl)CCC1C(=O)OC(C)(C)C (centres undefined)	1.6%	-2%	/	0%	-5%	/	/
COC1=CC2C3Cc4ccc(OC)c(O)c4[C@]2(CCN3C)CC1=O (some centres undefined)	-0.3%	0%	/	0%	/	5%	/
CS(=O)(=O)Nc1ccc(Cc2noc(-c3ccc4[nH]cc(CCN)c4c3)n2)cc1	0.8%&0.0%&0.5%	-2%&26%	/	4%	?	-3%	-1%
O=C(Cn1nc(-c2ccccc2)ccc1=O)N1CCC2(CC1)OCCO2	-0.9%	-13%	1%	3%	/	13%	25%
CN(N)N=Nc1nc2c([nH]1)c(=O)n(C)c(=O)n2C	-0.3%	/	-4%[9.22 µM]	/	/	13%	7%
OC12Oc3ccccc3C=C1N1CCC2CC1 (centres undefined)	-2.6%	2%[38.3 µM]	18%	-2%	5%	-1%	-27%[46.1 µM]
COc1ccc(NC(=O)N2CCC3(CC2)OCCO3)cc1OC	0.3%	-11%	1%	2%	-4%	1%	6%
C/C(=N\N1CCN(C)CC1)c1c(O)[nH]c(=O)[nH]c1=O	-1.3%	-11%	-4%	-1%	3%	-4%	22%
COc1ccc(OC)c([C@@H](O)[C@H](C)NC(C)(C)C)c1	2.3%	-1%	-13%	-3%	-4%	-9%	2%
COP(=O)(OC)[C@@H](O)C(Cl)(Cl)Cl	1.1%[16.9 µM]	-3%	/	0%[17.1 µM]	4%	-4%[21.7 µM]	/
COc1ccc2c(c1)c(C(=O)O)c(C)n2CC(C)C	-1.0%	-4%[38.3 µM]	-7%	0%	0%	3%	-7%[46.1 µM]
CN(C)C1(c2nnnn2CCOC(=O)Nc2ccc(Cl)cc2)CCCCC1	-1.1%	23%[38.3 µM]	?	1%	?	10%	?
O=C1CN=C(c2ccc[nH]2)c2cc(Cl)ccc2N1	-1.0%	/	-11%[9.22 µM]	/	/	-6%	-3%
Cc1ccc(N2C(=O)NC(=O)/C(=C\c3cnc(-c4ccccc4)nc3)C2=O)cc1	-1.0%	7%	3%	-3%	-3%	3%	-48%
CSCCC(N=Cc1c(O)n(-c2ccc(Br)cc2)c(=O)[nH]c1=O)C(=O)OC(C)(C)C (centres undefined)	0.0%	8%[38.3 µM]	2%	-8%	-1%	0%	-22%[46.1 µM]
C[C@H](N)CN1CCc2ccc(Br)cc21	-0.2%	11%	/	-4%	?	6%	?
C=CCc1cc(C)ccc1OCCCC(C(=O)OCC)C(=O)OCC	-0.9%	-3%	9%	3%	12%	?	-11%
CN1CCN(c2ccc(C(N)=O)cc2N)CC1	-0.9%	-14%[38.3 µM]	-25%	-1%	1%	4%	-1%[46.1 µM]
C/C(=C\[C@@H](N)C(=O)O)CP(=O)(O)O	0.8%	11%	/	4%	/	-3%[21.7 µM]	/
O=C(Cc1ccccc1)Oc1ccccc1N1C(=O)CCC1=O	0.0%	10%	3%	1%	-9%	2%	10%[46.1 µM]
CN1CCN(/N=C/c2c(O)n(Cc3ccc(F)cc3)c(=O)[nH]c2=O)CC1	-0.7%	/	-3%[9.22 µM]	/	/	8%	47%
O=C(N/N=C/c1c(O)n(Cc2ccc(F)cc2)c(=O)[nH]c1=O)c1ccccc1	-0.3%	/	13%[9.22 µM]	/	/	?	-2%
OC(C#CCN1CCOCC1)(c1ccccc1)C1CCCC1 (centres undefined)	0.0%	22%	12%	-1%	0%	6%	-5%[46.1 µM]
COc1ccccc1-n1c(O)c(C=NCc2ccc3c(c2)OCO3)c(=O)[nH]c1=O	-1.1%	14%[38.3 µM]	-6%	3%	1%	9%	-3%[46.1 µM]
O=C1CC(N2CC=C(c3ccccc3)CC2)C(=O)N1c1ccc(F)cc1 (centres undefined)	-0.8%	1%[38.3 µM]	-2%	2%	-4%	1%	-7%[46.1 µM]
CN(C)C(=O)Oc1noc2cc(Cl)ccc12	-0.1%	/	-18%[9.22 µM]	/	/	1%	-15%
CC(=O)OC1N=C(c2ccccc2Cl)c2cc(Br)ccc2NC1=O (centres undefined)	4.5%	/	-41%[9.22 µM]	/	/	12%	4%
O=c1cccc2n1CC1CC2CN(Cc2ccc3c(c2)OCO3)C1 (centres undefined)	-0.8%	4%[38.3 µM]	-16%	0%	-5%	-3%	11%[46.1 µM]
O=C(CCNS(=O)(=O)c1ccccc1)Nc1ccc(Cl)cc1C(=O)c1ccccc1	1.1%	8%	?	0%	?	-1%	-25%[46.1 µM]
CCCCn1c(O)c(/C(C)=N/NC(=O)Nc2ccccc2)c(=O)[nH]c1=O	6.5%	/	-3%[9.22 µM]	/	/	-1%	-23%
CC(=NCc1ccco1)c1c(O)n(Cc2ccccc2)c(=O)[nH]c1=O	2.2%	13%[38.3 µM]	-3%	-1%	-4%	-3%	-3%[46.1 µM]
COc1cccc(OCC(=O)N2CCN(C)CC2)c1	4.1%	-11%[38.3 µM]	-2%	-5%	5%	-1%	-13%[46.1 µM]
OCC(O)[C@H]1O[C@@H]2O[C@H](C(Cl)(Cl)Cl)O[C@@H]2[C@H]1O (some centres undefined)	1.2%	-3%	13%	0%[39.9 µM]	/	3%	/
Cc1cc(/C=C2/C(=O)NC(=O)N(c3ccc(Br)cc3)C2=O)c(C)n1C	3.0%	/	-1%[9.22 µM]	/	/	-1%	2%
O=C(N/N=C/c1c(O)n(Cc2ccco2)c(=O)[nH]c1=O)c1ccccc1	8.0%	/	22%[9.22 µM]	/	/	?	5%
Cc1nn(C2CCOC(C)(C)C2)c2c1C(c1ccc3c(c1)OCO3)SCC(=O)N2 (centres undefined)	0.0%	-2%[38.3 µM]	28%	-1%	-4%	-1%	-12%[46.1 µM]
O=C1NC(=O)N(c2ccc3c(c2)OCO3)C(=O)/C1=C\c1ccsc1	-0.7%	/	13%[9.22 µM]	/	/	7%	6%
O=C(COc1ccc(Cl)cc1Cl)N1CCN(C/C=C/c2ccccc2)CC1	0.0%	37%[activator][38.3 µM]	18%	-1%	?	0%	-30%[46.1 µM]
C/C=C1\C[C@H](C)[C@@](O)(CO)C(=O)OCC2=CCN3CC[C@@H](OC1=O)[C@@H]23	1.4%[16.9 µM]	1%	/	-1%[17.1 µM]	-17%	?	/
O=P(C(c1c[nH]c2ccccc12)N1CCOCC1)(N1CCOCC1)N1CCOCC1 (centres undefined)	0.0%	2%[38.3 µM]	16%	0%	7%	-2%	3%[46.1 µM]
Fc1c(F)c(F)c(N2CCNCC2)c(F)c1F	-1.4%	9%	6%	6%	?	-13%	9%
ClC1=C(Cl)C2(Cl)C3C4C=CC(C4)C3C1(Cl)C2(Cl)Cl (centres undefined)	-0.8%	4%&-13%	/	-2%	-12%	-7%[21.7 µM]	/
CN1C(=O)C(=Cc2ccc(N3CCOCC3)o2)C(=O)N(C)C1=S	0.4%	12%	5%[9.22 µM]	-8%	10%[46 µM]	3%	25%
